FadD28 binding: M. tuberculosis FadD28 bisubstrate binding inhibition. AID 588549. 0.22% of 360,000 active. FadD28 bisubstrate probe binding, fluorescence polarization. inhibition, % at 12.5 µM; in the data active means inhibition above about 8.5%, passing the limit was not always enough; inconclusive means no clear call, values can overlap the other calls
Mtb BioA inh: blocks M. tuberculosis BioA enzyme activity; AID 602481; 0.096% of 360,000 active; purified M. tuberculosis BioA enzyme, plate reader; inhibition, % at 9.99 µM; in the data active means inhibition above about 40%; inconclusive means no clear call, values can overlap the other calls
BoNT-F LC inh: inhibitors of Botulinum neurotoxin F light chain protease; Multiplex microsphere protease cleavage assay, flow cytometry; inhibition, % at 10 µM; 0.22% of 360,000 active; in the data active means inhibition above about 35%, passing the limit was not always enough; inconclusive means no clear call, values can overlap the other calls; further: plate controls were buffer without enzyme for full effect and enzyme alone for no effect
Anthrax LF inh2: inhibitors of Bacillus anthracis lethal factor protease; P15917; multiplex microsphere protease cleavage assay, LF; inhibition, % at 10 µM; 0.12% of 360,000 active; further: plate controls were buffer without enzyme for full effect and enzyme alone for no effect
Target sequence (P15917 whole entry, looked up): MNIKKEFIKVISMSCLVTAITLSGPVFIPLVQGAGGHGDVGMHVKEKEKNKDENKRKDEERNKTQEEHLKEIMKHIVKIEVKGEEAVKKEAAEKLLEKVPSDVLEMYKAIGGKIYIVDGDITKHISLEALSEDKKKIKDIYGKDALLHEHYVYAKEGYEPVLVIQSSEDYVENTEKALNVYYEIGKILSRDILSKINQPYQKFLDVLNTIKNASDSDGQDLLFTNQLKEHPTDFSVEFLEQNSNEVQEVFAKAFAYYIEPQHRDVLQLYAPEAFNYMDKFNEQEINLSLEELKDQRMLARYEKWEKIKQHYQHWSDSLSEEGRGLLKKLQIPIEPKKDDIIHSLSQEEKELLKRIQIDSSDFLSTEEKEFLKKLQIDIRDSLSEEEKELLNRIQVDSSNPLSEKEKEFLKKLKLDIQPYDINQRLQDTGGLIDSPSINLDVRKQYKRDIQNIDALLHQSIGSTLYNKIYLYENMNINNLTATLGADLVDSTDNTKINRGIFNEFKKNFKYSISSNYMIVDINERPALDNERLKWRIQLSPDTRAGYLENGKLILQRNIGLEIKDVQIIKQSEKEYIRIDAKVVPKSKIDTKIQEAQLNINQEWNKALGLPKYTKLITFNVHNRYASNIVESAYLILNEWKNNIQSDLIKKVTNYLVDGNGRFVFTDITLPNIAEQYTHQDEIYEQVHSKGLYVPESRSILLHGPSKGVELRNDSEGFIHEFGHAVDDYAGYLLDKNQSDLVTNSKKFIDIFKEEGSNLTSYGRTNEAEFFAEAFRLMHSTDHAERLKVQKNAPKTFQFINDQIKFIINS
Mtb UGM inh: blocks M. tuberculosis UGM enzyme; purified UGM, fluorescence polarization probe displacement; AID 504406; P9WIQ1; inhibition, % at 10 µM; 0.06% of 320,000 active; in the data active means inhibition above about 10%, passing the limit was not always enough; inconclusive means no clear call, values can overlap the other calls
FBA Mtb inh: inhibits M. tuberculosis FBA enzyme | purified M. tuberculosis FBA, fluorescence read-out | P9WQA3 | 2.3% of 360,000 active | inhibition, % at 1 µM; in the data active means inhibition above about 27%;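 further: 0% = vehicle and 100% = reference inhibitor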
GDH-TPI counter: counter-screen for M. tuberculosis FBA inhibitors: GDH-TPI coupled enzymes; inhibition, % at 4.8 µM; GDH-TPI coupled enzyme counterscreen, NADH absorbance; AID 588335; 1.2% of 360,000 active; in the data active means inhibition above about 30%;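 further: 0% = DMSO wells and 100% = wells lacking the enzyme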
BoNT-A LC inh2: blocks Botulinum neurotoxin A light chain protease; multiplex microsphere protease substrate cleavage, flow cytometry; inhibition, % at 10 µM; 0.17% of 360,000 active; further: plate controls were buffer without enzyme for full effect and enzyme alone for no effect
PfHsp40 rescue: restores yeast growth despite PfHsp40 toxicity; S. cerevisiae expressing PfHsp40, growth rescue, ATP luminescence; growth rescue, % at 12.5 µM; 0.68% of 340,000 active; in the data active means growth rescue above about 28%, passing the limit was not always enough; inconclusive means no clear call, values can overlap the other calls;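 further: yeast W303a lacking pdr1 and pdr3 grown in galactose medium; growth measured after three days at 30 °C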
* marks the source's active call; other numbers are inactive results; u = inconclusive; x = not tested or not shown; & = joins results of further samples. Unless noted, no stated cut-off is given here; in the data, active means inhibition above about 30%; inconclusive means no clear call, values can overlap the other calls; inactive means below that.

SMILES | FadD28 binding | Mtb BioA inh | BoNT-F LC inh | Anthrax LF inh2 | Mtb UGM inh | FBA Mtb inh | GDH-TPI counter | BoNT-A LC inh2 | PfHsp40 rescue
O=C(Nc1ccccc1)c1cccc(N2CCCC2=O)c1 | -2.6 | 1.2 | 5 | -6 | -0.1 | 1 | 1 | 0.1 | -0.4
COc1cc(/C=C(\NC(=O)c2ccccc2)C(=O)Nc2cccc(O)c2)c([N+](=O)[O-])cc1OC | -6.2 | 0.2 | 0 | 2 | 0.3 | -4 | 1 | 0.2 | -0.6
COCCn1ccc2c(OCC(=O)NCc3ccccc3)cccc2c1=O | -0.9 | x | x | x | -2.8 | 7 | 4 | x | 0.0
CN(C)S(=O)(=O)c1ccc(SCC(=O)N2CC(=O)Nc3ccccc32)nc1 | -3.7 | x | -3 | 7 | 0.5 | -3 | -5 | 1.0 | -0.2
CC(=O)N1c2ccc(S(=O)(=O)NCCC(=O)Nc3ccc(F)cc3)cc2CC1C (configuration not stated) | -2.3 | 0.4 | 4 | 0 | -2.2 | -2 | 0 | 0.1 | -0.4
Cc1ccc(N2CC(C(=O)Nc3ncc([N+](=O)[O-])s3)CC2=O)cc1 (configuration not stated) | 5.0 | 11 | -9 | -3 | 4.0 | -4 | 7 | -0.8 | -0.2
C=CCN1CCCC1CNC(=O)c1cc2[nH]nnc2cc1OC (configuration not stated) | -0.2 | 4.9 | -5 | 13 | 0.3 | 16 | -2 | 0.4 | -1.9
CSc1ncccc1C(=O)OCC(=O)N(C)C | -4.7 | x | 0 | -3 | 0.9 | 4 | 5 | -0.2 | -1.7
O=C(NCCN1CCCCC1)c1ccc(Oc2cc(Cl)cc(Cl)c2)o1 | -2.6 | -0.9 | u | -18 | 2.6 | 1 | -3 | -7.4 | -0.8
Nc1nc(-c2ccc(F)cc2)cs1 | -0.8 | 0.5 | 2 | 4 | 0.2 | 1 | 6 | -0.3 | -0.3
Cc1ccc(OC(C)C(=O)Nc2ccc(S(=O)(=O)N3CCOCC3)cc2)cc1 (configuration not stated) | -3.6 | 10 | -14 | -4 | -0.3 | -6 | -15 | -2.8 | 0.4
COc1ccc(C(=O)OCC(=O)NC2CCCCCC2)c(OC)c1 | 0.3 | -1.5 | x | x | x | 2 | 7 | x | 1.4
NC(=O)CC(NC(=O)Cc1cccc2ccccc12)c1ccc(NCCc2ccccc2F)c([N+](=O)[O-])c1 (configuration not stated) | 1.2 | -2.1 | -2 | 6 | -2.2 | 3 | -3 | 0.0 | -0.8
C=CC[C@H](CC(=O)NCCO)C(=O)N[C@H](COC(=O)[C@H](CC=C)CC(=O)OC(C)(C)C)Cc1c[nH]c2ccccc12 | -3.4 | 2.5 | -9 | 2 | 0.0 | -2 | 3 | -0.5 | -0.7
C#Cc1ccc([C@H]2C=C(C(=O)OCC=C)O[C@@H](OCC)[C@@H]2CCCO)cc1 | -2.5 | 0.6&-1.3 | -1 | 8 | -3.0 | -2 | 0 | 0.2 | 1.0
COc1ccc(NC(=O)CCNS(=O)(=O)c2ccccc2F)cc1S(=O)(=O)N1CCOCC1 | -1.1 | 0.3 | 4 | -3 | x | 0 | 4 | -0.5 | -0.1
Cc1cc(C(=O)N2CCCC(C)(C(=O)NS(=O)(=O)C3CC3)C2)nn1C(C)(C)C (configuration not stated) | -0.9 | -1.2 | 1 | 2 | x | 1 | 1 | -0.1 | x
COc1cc(OC)cc(C(=O)N[C@H](C(=O)OCc2cc(=O)oc3cc(C)ccc23)C(C)C)c1 | -1.8 | -1.1 | 12 | 0 | 0.4 | 0 | 7 | 1.7 | 1.2
O=C(COC(=O)COc1ccccc1)NC1CCCC1 | x | 0.9 | -1 | -1 | -0.6 | 4 | -3 | -4.2 | 0.8
COc1cc(OC)cc(-c2sc3ccc(OC)cc3c2C#CCO)c1 | -12 | -0.5 | 2 | 2 | 3.7 | 8 | 1 | 0.4 | 8.3
COC(=O)C1CC(=O)N(Cc2ccccc2)C1 (configuration not stated) | -1.6 | x | -1 | -1 | 6.7 | 5 | -4 | 0.6 | -0.8
OC(c1ccco1)c1nc(-c2ccc(F)c(Cl)c2)cs1 (configuration not stated) | -6.0 | 2.7 | -6 | -7 | x | -2 | -3 | 0.3 | x
COc1ccccc1OCCNC(=O)Cc1ccc(S(=O)(=O)N2CCOCC2)s1 | -1.1 | 0.2 | -3 | -6 | x | 7 | 1 | -8.8 | 0.3
O=C(CN(CCc1ccccc1)C(=O)CNS(=O)(=O)c1ccc(F)cc1)NCc1ccco1 | -3.9 | -1.4 | -8 | -1 | -2.4 | 0 | 5 | -0.3 | 1.6
Cc1ccc2c(C)c(C(=O)N(Cc3ccccc3)C3CCS(=O)(=O)C3)oc2c1 (configuration not stated) | -2.3 | 3.5 | -1 | 3 | -1.4 | 0 | 0 | 0.1 | 0.5
O=C(Nc1ncn[nH]1)c1ccccc1O | -2.9 | 0.6 | -9 | -7 | 1.2 | 56* | 1 | -1.6 | 0.6
CC1CC2(NC(=O)NC2=O)C(C)CN1C (configuration not stated) | -0.8 | -2.0 | -8 | -3 | -0.9 | -1 | -2 | 0.1 | -0.5
COc1ccc(-c2nc(NC(=O)CCNC(=O)c3ccco3)sc2C)cc1 | -1.5 | 4.0 | 3 | 4 | 1.5 | 0 | 2 | 0.5 | 0.1
CCCCCCc1nc(C(N)=O)c2[nH]c(=O)n(-c3ccc(OCC)cc3)c2n1 | -4.5 | -1.3 | 7 | -2 | -1.8 | 2 | 8 | 1.5 | 0.0
CCCCn1c(N)c(N(CCC(C)C)C(=O)C2CCCC2)c(=O)[nH]c1=O | -0.6 | -0.3 | -6 | -7 | 1.7 | 6 | 3 | -3.3 | 0.6
CCC(C)NC(=O)CCSCCC(=O)NC(C)CC (configuration not stated) | -1.0 | x | -2 | -1 | -0.2 | 4 | 5 | 0.2 | -1.2
Cc1ccc(NC(=O)/C(C#N)=C/c2ccccc2C(F)(F)F)cc1 | 0.9 | x | -3 | 1 | 0.9 | -1 | 9 | -0.1 | 0.0
O=[N+]([O-])c1ccc(Sc2n[nH]c(-c3ccncc3)n2)nc1 | -0.2 | x | -12 | -2 | 3.0 | 1 | 12 | -2.2 | -0.2
Cc1ccc(-c2noc(CCC(=O)NCc3ccc4c(c3)OCO4)n2)cc1 | -1.5 | 0.2 | -6 | -2 | -2.2 | 1 | 1 | -1.1 | -1.1
COc1ccc2[nH]c3c(c2c1)CCN1C(=O)N([C@@H](C)C(=O)NCc2ccccc2OC)C(=O)[C@]31C | 1.1 | 0.6 | -4 | -16 | -0.5 | 1 | 8 | 0.2 | -0.1
CCC(C)NC(=O)c1cccc(OCc2c(C)noc2C)c1 (configuration not stated) | -0.1 | x | -3 | -2 | -3.3 | 1 | 8 | -0.3 | 0.6
CC1(C(=O)Nc2ccc(Cl)c(Cl)c2)CCN1Cc1cc2ccccc2o1 (configuration not stated) | -4.5 | -1.0 | -5 | -5 | x | -5 | 6 | -0.1 | x
Cc1cccc(N/C(N)=N/c2nc(C(F)(F)F)cc(C(F)(F)F)n2)c1 | -4.8 | -2.8 | 2 | 0 | 1.8 | 2 | 0 | 0.5 | -1.1
COc1ccc(NC(=O)c2ccco2)c(NC(=O)c2ccc([N+](=O)[O-])cc2)c1 | 0.9 | -1.3 | 12 | 4 | 1.3 | 1 | -2 | 1.2 | 0.8
Cc1cccc(OC(C)C(=O)N2CCN(Cc3ccc4c(c3)OCO4)CC2)c1 (configuration not stated) | -1.1 | 2.9 | 8 | -2 | 1.6 | 1 | 26 | 0.2 | -1.5

A second format for 2 compounds above:
Values in the order: FadD28 binding, Mtb BioA inh, BoNT-F LC inh, Anthrax LF inh2, Mtb UGM inh, FBA Mtb inh, GDH-TPI counter, BoNT-A LC inh2, PfHsp40 rescue
Cc1ccc(-c2noc(CCC(=O)NCc3ccc4c(c3)OCO4)n2)cc1
  -1.5, 0.2, -6, -2, -2.2, 1, 1, -1.1, -1.1
COc1ccc2[nH]c3c(c2c1)CCN1C(=O)N([C@@H](C)C(=O)NCc2ccccc2OC)C(=O)[C@]31C
  1.1, 0.6, -4, -16, -0.5, 1, 8, 0.2, -0.1

Next entries follow:
SMILES | FadD28 binding | Mtb BioA inh | BoNT-F LC inh | Anthrax LF inh2 | Mtb UGM inh | FBA Mtb inh | GDH-TPI counter | BoNT-A LC inh2 | PfHsp40 rescue
COc1ccccc1C(=O)N/N=C(\C)CC(=O)Nc1ccccn1 | 0.9 | x | -8 | -4 | 3.5 | 8 | 6 | 1.1 | -1.2
Cc1ccc(F)c(S(=O)(=O)NC(=O)C2(C)CCN2C(=O)C2(c3ccc(Cl)cc3)CC2)c1 (configuration not stated) | -2.3 | -0.5 | 1 | -4 | x | -3 | 0 | -0.7 | x
COCCN(C(=O)CSc1nnc(-c2cccc(F)c2)n1N)c1c(N)n(Cc2ccccc2)c(=O)[nH]c1=O | -5.2 | -2.2 | -5 | 6 | -0.7 | -3 | 4 | 0.6 | 0.7
COc1ccc(Cc2nnc(SCC(=O)N3CCCC(C)C3)o2)cc1 (configuration not stated) | -1.5 | x | 0 | -10 | 2.4 | -1 | 1 | -0.7 | -1.2
COc1ccc2cc3cc(C(=O)N4CCN(C5CCCCC5)CC4)oc3nc2c1 | 1.2 | -3.8 | 3 | -4 | -1.8 | 50* | 9 | -1.0 | -0.4
COCCCNC(=O)/C(C#N)=C/c1c(N2CCN(C)CC2)nc2ccccn2c1=O | -4.0 | 1.1 | 17 | -4 | -1.7 | 140* | 2 | 0.1 | -0.1
COc1cccc(C(C)(O)c2nc(-c3cnn(C)c3)cs2)c1 (configuration not stated) | -2.6 | -0.1 | -6 | -2 | x | -8 | 4 | 0.1 | x
O=C(Oc1ccc(N2C(=O)CCC2=O)cc1)c1ccco1 | -1.8 | 0.8 | 7 | -2 | -4.7 | -2 | 4 | 0.5 | -0.8
Cc1nc2c(C(=O)NCCC(C)C)c[nH]n2c(=O)c1Cl | -1.7 | x | -4 | -1 | 6.7 | 11 | 16 | -0.4 | -1.0
Cc1cc(=O)[nH]c(N/N=C/c2ccco2)n1 | -2.4 | -1.2 | 1 | -4 | -0.5 | 1 | 14 | -0.4 | -0.4
COc1ccc(CCN(C(=O)C(F)(F)F)C(C(=O)NC2CCCCC2)c2ccc(C)s2)cc1OC (configuration not stated) | -0.1 | -1.1 | 9 | -1 | 3.6 | -4 | -8 | 1.8 | 1.2
CC(C)N(CCn1cnc2c([nH]c3ccccc32)c1=O)C(C)C | -1.7 | -0.2 | 0 | -8 | -2.3 | 8 | 9 | -0.4 | -0.2
CCn1cc(CNC(=S)Nc2cccc3ccccc23)cn1 | -2.8 | x | -3 | -5 | 2.4 | -6 | -4 | 0.4 | 1.9
COc1ccc(OC)c(Nc2nc(N)c([N+](=O)[O-])c(NCc3ccccc3)n2)c1 | -2.1 | -2.9 | 2 | -2 | 0.1 | -4 | -8 | -0.9 | x
COC(=O)c1c(N)c(C#N)c2n1CCCCC2 | 0.5 | -2.0 | -6 | -5 | -3.8 | 1 | -2 | -0.4 | 0.1
Cc1ccc([N+](=O)[O-])cc1NC(=O)C(C)N1CCCCC1 (configuration not stated) | -0.8 | x | -8 | 0 | 0.2 | 3 | 0 | -0.9 | -1.2
CS(=O)(=O)N1CCC(C(=O)Nc2c(F)cccc2F)CC1 | -2.0 | -0.4 | 2 | 2 | 0.4 | -1 | -2 | -0.2 | 0.5
Cc1noc(C)c1C(=O)OCC(=O)Nc1cccc(F)c1 | -1.2 | 3.1 | 0 | -6 | x | 4 | 22 | 0.2 | x
Cc1ccc(NC(=O)CN(C)C(=O)C(C)OC(=O)c2ccccc2NCCO)cc1 (configuration not stated) | -1.1 | 0.4 | -4 | 1 | -2.0 | 92* | 8 | -1.9 | 0.6
COc1ccc(OC)c(NC(=O)CN(c2ccc(OC)c(Cl)c2)S(C)(=O)=O)c1 | -0.8 | -4.4 | -11 | -4 | 1.7 | 3 | 8 | -0.6 | 0.8
Cc1noc(C)c1C(=O)Nc1nc(-c2ccc(F)c(F)c2)cs1 | -3.6 | 1.8 | -1 | -2 | -1.7 | -1 | 5 | 0.3 | 1.2
Cn1ncc2c(Sc3ccc(Cl)cc3)ncnc21 | -3.2 | -0.6 | u | 3 | 0.6 | 4 | 2 | -4.8 | 0.9
